# HT1080 IDH1KD tx – qHTS for induction of synthetic lethality in tumor cells producing 2HG: qHTS for the HT-1080-IDH1KD cell line; HT-1080 IDH1 knockdown viability, ATP luminescence, 48 h; Potency, µM (series often up to 46.1 µM), for the others: top-dose activity, negative = toxicity, most hits filed as cytotoxic; 2% of 360,000 active; AID 686971, 2013;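 note: 0% = DMSO wells and -100% = cell-free medium wells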
#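 Knockdown cells (IDH1KD HT-1080) received compounds 2 h after plating at 750 cells/well and were kept 48 h at 37 °C in 5% FBS RPMI. A CellTiter-Glo luminescence read gave % activity for curve fitting.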
# GLP-1R inv ag – qHTS of GLP-1 Receptor Inverse Agonists (Inhibition Mode). Glucagon-like peptide 1 receptor (Homo sapiens), P43220. HEK293 GLP-1R CRE-luciferase, luminescence, 24 h; GLP-1R form is constitutively active. 1.6% of 410,000 active. Potency, µM (top dose mostly 38.3 µM), for inactives: top-dose activity change, negative = inhibition, hits mostly inhibitors; note: % is set by controls: 0 for no effect and ±100 for the full control effect; nearly all actives have a fitted effect of over 55% in size
# Target sequence (P43220 whole entry, looked up): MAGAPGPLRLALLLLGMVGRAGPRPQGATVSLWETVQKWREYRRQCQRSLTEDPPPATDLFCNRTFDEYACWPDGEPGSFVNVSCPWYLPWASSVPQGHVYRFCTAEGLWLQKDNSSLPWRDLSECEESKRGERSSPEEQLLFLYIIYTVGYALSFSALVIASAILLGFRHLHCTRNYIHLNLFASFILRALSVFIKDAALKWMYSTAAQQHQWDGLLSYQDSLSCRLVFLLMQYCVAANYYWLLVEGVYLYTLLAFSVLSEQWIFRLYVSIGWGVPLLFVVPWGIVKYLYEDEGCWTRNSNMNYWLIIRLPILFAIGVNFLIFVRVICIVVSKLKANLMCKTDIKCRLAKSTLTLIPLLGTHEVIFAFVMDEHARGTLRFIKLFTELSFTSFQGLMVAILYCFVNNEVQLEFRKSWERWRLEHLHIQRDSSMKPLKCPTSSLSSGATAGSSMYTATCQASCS
#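 Inverse agonists were sought by their lowering of basal cAMP reporter luciferase output in HEK293 cells stably carrying constitutively active human GLP-1R, after 24 h compound treatment.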
# TDP43 rescue – qHTS of TDP-43 Inhibitors; TDP-43 expressing yeast growth rescue, BacTiter-Glo, 24 h; Potency, µM (highest dose often 46.1 µM), without a hit: at the highest dose growth rescue (activation), actives largely listed as activators; 1.8% of 410,000 active; AID 652104, 2013; note: % of control where 0% means no effect; nearly all actives have a fitted effect of over 50% in size
#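 Cell-based yeast growth screen: TDP-43 expression induced in galactose, inoculum OD600=0.02 after raffinose pregrowth to mid-log. Read-out BacTiter-Glo luminescence at 24 hr, 30 deg C; inhibition of toxicity seen as signal increase.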
# KB-3-1 cytotox – qHTS assay for MDR1-selective chemotherapeutics: Primary screen using the parental adenocarcinoma cell KB-3-1; Potency, µM (titrated, usually from 46.1 µM), inactives show at the highest dose activity change, negative = cytotoxic, usual class: cytotoxic; 1.4% of 400,000 active; KB-3-1 viability, CellTiter-Glo ATP luminescence, 72 h; note: % is set by controls: 0 for no effect and ±100 for the full control effect; nearly all actives have a fitted effect of over 60% in size
#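 KB-3-1 cells, DMEM (no phenol red) + 10% FBS; compound by pin transfer, 72 h, 37 °C. Readout: CellTiter-Glo luminescence after 10 min. Data normalized, curve-fitted.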
# SW480 rereplic – A quantitative high throughput screen for small molecules that induce DNA re-replication in SW480 colon adenocarcinoma cells. 1.8% of 340,000 active. Potency, µM (highest dose often 46.1 µM), without a hit: at the highest dose re-replication activation, most hits filed as activators. SW480 DNA re-replication, Hoechst DNA content imaging, 48 h; note: % of control where 0% means no effect; nearly all actives have a fitted effect of over 55% in size
#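 250 cells/well; 23 nL cpd via pin tool; 48 hr, 37 C, 5% CO2; Hoechst 40 min; imager read of total nuclear intensity, ex 405/em 500-530 nm.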
# HT1080-NT tox – qHTS for induction of synthetic lethality in tumor cells producing 2HG: qHTS for the HT-1080-NT fibrosarcoma cell line. HT-1080-NT fibrosarcoma viability, CellTiter-Glo ATP luminescence, 48 h. Potency, µM (top dose mostly 46.1 µM), without a hit: top-dose activity, negative = less viability, actives largely listed as cytotoxic. 1.6% of 360,000 active. AID 686970, 2013;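 note: NT is the 2HG producing partner of a matched IDH1 knockdown line; 0% = DMSO-treated cells and -100% = media-only wells without cells; nearly all actives have a fitted effect of over 55% in size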
#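 Fibrosarcoma NT cells, 750 per well in 5% FBS RPMI, were exposed to compound for 48 hours. Viability: CellTiter-Glo luminescence.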
# KB-V1 MDR tox – qHTS assay for MDR1-selective chemotherapeutics: Primary screen using the drug-selected MDR subline cells KB-V1; KB-V1 MDR cells viability, CellTiter-Glo, 72 h; AID 1347076, 2019; 3.4% of 400,000 active; Potency, µM (top dose mostly 46.1 µM), without a hit: at the top dose activity change, negative = cytotoxicity, hits mostly cytotoxic; note: % is set by controls: 0 for no effect and ±100 for the full control effect; nearly all actives have a fitted effect of over 60% in size
#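 qHTS viability screen in drug-selected KB-V1 MDR cells: 72 h compound treatment at 37 degrees C, ATP luminescence end point.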
# GLP1R ag – qHTS of GLP-1 Receptor Agonists; Glucagon-like peptide 1 receptor (Homo sapiens), P43220; Potency, µM (doses to about 45.6 µM), inactives show at the top dose activation, hits mostly activators; AID 624172, 2012; HEK293 GLP-1R CRE-luciferase, luminescence, 4-6 h; cells express a hypersensitive GLP-1R form; 0.007% of 380,000 active; note: % of control where 0% means no effect
# HEK293 tox – qHTS of GLP-1 Receptor Inverse Agonists: Cytotox Screen; Potency, µM (highest dose often 38.3 µM), for inactives: at the top dose activity change, negative = inhibition, most hits filed as inhibitors; HEK293 cAMP-luciferase reporter cells, luminescence, 24 h; 0.13% of 410,000 active;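 note: loss of luciferase light is scored as toxicity; % is set by controls: 0 for no effect and ±100 for the full control effect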
#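 Step one: seed cells (200 cells/uL, DMEM with 10% Nu serum, 1% pen-strep). Step two: 12-hour incubation at 37 deg C. Step three: pin 23 nL compound, incubate 24 hr. Step four: add luciferase reagent, read luminescence 12 min later.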
# Starred values were filed as active, the others as inactive; u = inconclusive; x = no result given; [ ] = another dose, or the depositor's remark. Calls come from the whole dose curve; as a rule, active = well fitted curve in the direction sought with a large enough effect; inconclusive = small, poorly fitted or top-dose-only effect, or another doubt; inactive = no such curve, though single readings can be large; an effect the other way counts as inactive or inconclusive. Potency is the fitted concentration of half-maximal effect.
# Letters – A = HT1080 IDH1KD tx; B = GLP-1R inv ag; C = TDP43 rescue; D = KB-3-1 cytotox; E = SW480 rereplic; F = HT1080-NT tox; G = KB-V1 MDR tox; H = GLP1R ag; I = HEK293 tox
CCC1(CC(C)c2ccccc2)C(=O)NC(=O)NC1=O (stereo unspecified)
  A: 5%	B: 12%	C: -11%	D: 1%	E: 10%	F: 1%	G: -17%	H: 7%	I: 10%

N#Cc1ccccc1Cn1cc(/C=C/[N+](=O)[O-])c2ccccc21
  A: 23µM*	B: u	C: -18%	D: u	E: u	F: 23µM*	G: u	H: -7%	I: u

COc1ccc(Nc2c(-c3cc(Br)ccc3O)nc3ncccn23)cc1OC
  A: x	B: u	C: u	D: -6%	E: x	F: x	G: -2%	H: x	I: 0%

CN1C(=O)C(=Cc2cn(CC(=O)N3CCCCC3)c3ccccc23)C(=O)N(C)C1=O
  A: 3%	B: 14%	C: -6%	D: 1%	E: -9%	F: 14%	G: 0%	H: 8%	I: -9%

CCn1cc(C(=O)c2ccccc2)c2ccccc21
  A: -30%	B: 0%	C: 28%	D: -2%	E: 0%	F: -1%	G: u	H: 12%	I: -1%

Cc1nn(Cc2ccccc2)c(Cl)c1C(=O)OCC(=O)NCC1CCCO1 (stereo unspecified)
  A: -2%	B: -2%	C: -4%	D: 0%	E: 0%	F: -13%	G: -6%	H: -1%	I: 1%

CCNC(=O)CCSc1nc2cc(Cl)ccc2o1
  A: 16%	B: 7%	C: 14%	D: 15%	E: u	F: 17%	G: 6%	H: 19%	I: 11%

CC(C)CCNC(=O)c1cc(C(=O)c2cc(F)ccc2O)cn(CCC(C)C)c1=O
  A: 25%	B: -20%	C: -12%	D: 10%	E: -5%	F: 6%	G: -10%	H: 4%	I: -8%

COC(=O)c1ccc(NC(=O)CSc2nc3ccc(N4C(=O)C5C6C=CC(C6)C5C4=O)cc3s2)cc1 (stereo unspecified)
  A: u	B: u	C: 1%	D: 21µM*	E: 0%	F: -29%	G: 21µM*	H: -24%	I: u

Cc1nc(SCc2c(Cl)cccc2Cl)nc(OC(=O)N(C)C)c1C
  A: -6%	B: u	C: 10%	D: -14%	E: -10%	F: -2%	G: -26%	H: -5%	I: -10%

O=c1[nH]c(=O)n(Cc2ccco2)c(O)c1C=NCc1ccc2c(c1)OCO2
  A: -29%	B: -26%	C: -28%	D: 9%	E: -8%	F: 4%	G: u	H: -8%	I: -13%

O=S(=O)(c1ccccc1)C1CN1c1c(F)c(F)c(F)c(F)c1F (stereo unspecified)
  A: 8%	B: 18%	C: 27%	D: 12%	E: x	F: 5%	G: -9%	H: 9%	I: 1%

CN1C(=O)C(C)(C2=CCCCC2)C(=O)NC1=S (stereo unspecified)
  A: 11%	B: 2%	C: u	D: 6%	E: -3%	F: 6%	G: 2%	H: 3%	I: -13%

Clc1ccc(-c2cn3nc4c(nc3n2)CCCC4)cc1
  A: 12%	B: 6.3µM*	C: 6%	D: -7%	E: u	F: 6%	G: 0%	H: -19%	I: x

COC(=O)C1=C(c2ccc(-c3ccccc3)c(F)c2)C[C@@H]2CC[C@H]1N2C(=O)N1CCC(O)CC1
  A: -12%	B: 13µM*	C: u	D: -20%	E: -7%	F: -10%	G: -9%	H: -5%	I: -42%

# New compounds follow
# Letters – A = HT1080 IDH1KD tx; B = GLP-1R inv ag; C = TDP43 rescue; D = KB-3-1 cytotox; E = SW480 rereplic; F = HT1080-NT tox; G = KB-V1 MDR tox; H = GLP1R ag; I = HEK293 tox
COc1cccc(C(c2nnnn2-c2ccc3c(c2)OCCO3)N2CCC(n3c(=O)[nH]c4ccccc43)CC2)c1OC (stereo unspecified)
  A: u	B: -63%	C: 7%	D: u	E: x	F: u	G: u	H: 0%	I: -37%

CC(=NCc1ccco1)c1c(O)n(C2CCCCC2)c(=O)[nH]c1=O
  A: 10%	B: 64%[activator]	C: u	D: -29%	E: 12%	F: 8%	G: 5.8µM*	H: 3%	I: 8%

CCCn1ncc(CN2CCCC(C(=O)c3cccc(OC)c3)C2)c1C (stereo unspecified)
  A: -5%	B: -26%	C: -9%	D: -2%	E: -5%	F: -8%	G: -5%	H: 11%	I: 1%

Fc1ccc(CN2CCN(c3ccc(Cl)cc3)CC2)cc1
  A: -12%	B: -27%	C: 10%	D: 2%	E: 2%	F: -10%	G: -12%	H: -5%	I: 1%

COC(=O)C1=C(c2ccc(Cl)c(C(F)(F)F)c2)C[C@@H]2CC[C@H]1N2C(=O)NCCOc1ccc(OC)cc1
  A: u	B: u	C: 11µM*	D: -16%	E: 0%	F: u	G: u	H: -1%	I: -12%

CCCC(C)C1(CC)C(=O)NC(=O)N=C1N (stereo unspecified)
  A: 14%	B: 2%	C: 19%	D: 1%	E: -3%	F: 5%	G: 0%	H: -3%	I: 14%

Cn1c(O)c(C2=NN(C(=O)CCl)C(c3ccccc3)C2)c(=O)n(C)c1=O (stereo unspecified)
  A: -13%	B: 8%	C: 5%	D: 1%	E: -9%	F: -8%	G: -22%	H: -5%	I: 1%

CC(C)[C@H]1C(=O)O[C@@H]2CCN3CC=C(COC(=O)[C@](C)(O)[C@]1(C)O)[C@H]23
  A: -1%	B: -6%	C: 13%	D: -1%	E: -27%	F: 2%	G: 26%	H: 2%	I: -4%

COc1ccccc1CCNC1CCC(C(C)(C)C)CC1 (stereo unspecified)
  A: u	B: 0%	C: -7%	D: 26%	E: u	F: u	G: 7%	H: 3%	I: -15%

O=C(N=Nc1c(O)[nH]c(=O)[nH]c1=O)C1COc2cc3ccccc3cc2O1 (stereo unspecified)
  A: 0%	B: -4%	C: -4%	D: -7%	E: -2%	F: -4%	G: 6%	H: 1%	I: -3%

# Seven compounds drawn at random from the list so far:
# Letters – A = HT1080 IDH1KD tx; B = GLP-1R inv ag; C = TDP43 rescue; D = KB-3-1 cytotox; E = SW480 rereplic; F = HT1080-NT tox; G = KB-V1 MDR tox; H = GLP1R ag; I = HEK293 tox
COc1ccccc1CCNC1CCC(C(C)(C)C)CC1 (stereo unspecified)
  A: u	B: 0%	C: -7%	D: 26%	E: u	F: u	G: 7%	H: 3%	I: -15%

Cn1c(O)c(C2=NN(C(=O)CCl)C(c3ccccc3)C2)c(=O)n(C)c1=O (stereo unspecified)
  A: -13%	B: 8%	C: 5%	D: 1%	E: -9%	F: -8%	G: -22%	H: -5%	I: 1%

CCCn1ncc(CN2CCCC(C(=O)c3cccc(OC)c3)C2)c1C (stereo unspecified)
  A: -5%	B: -26%	C: -9%	D: -2%	E: -5%	F: -8%	G: -5%	H: 11%	I: 1%

Fc1ccc(CN2CCN(c3ccc(Cl)cc3)CC2)cc1
  A: -12%	B: -27%	C: 10%	D: 2%	E: 2%	F: -10%	G: -12%	H: -5%	I: 1%

CC(=NCc1ccco1)c1c(O)n(C2CCCCC2)c(=O)[nH]c1=O
  A: 10%	B: 64%[activator]	C: u	D: -29%	E: 12%	F: 8%	G: 5.8µM*	H: 3%	I: 8%

COc1cccc(C(c2nnnn2-c2ccc3c(c2)OCCO3)N2CCC(n3c(=O)[nH]c4ccccc43)CC2)c1OC (stereo unspecified)
  A: u	B: -63%	C: 7%	D: u	E: x	F: u	G: u	H: 0%	I: -37%

O=C(N=Nc1c(O)[nH]c(=O)[nH]c1=O)C1COc2cc3ccccc3cc2O1 (stereo unspecified)
  A: 0%	B: -4%	C: -4%	D: -7%	E: -2%	F: -4%	G: 6%	H: 1%	I: -3%

# High-throughput results: PubChem, National Center for Advancing Translational Sciences (NCATS)

# These rows are one share of the data; rates above refer to the full screens.
